L3MBTL1 inh = blocks human L3MBTL1; Potency, µM (series often up to 57.1 µM), without a hit: at the highest dose activity, negative = inhibition, most hits filed as inhibitors; hit rate 0.66% among 230,000; AlphaScreen L3MBTL1–H3K9me1 peptide binding; AID 485360; Q9Y468; active means well fitted inhibition curve with a large enough effect; further: nearly all actives have a fitted effect of over 60% in size
Target sequence (Q9Y468 whole entry, looked up): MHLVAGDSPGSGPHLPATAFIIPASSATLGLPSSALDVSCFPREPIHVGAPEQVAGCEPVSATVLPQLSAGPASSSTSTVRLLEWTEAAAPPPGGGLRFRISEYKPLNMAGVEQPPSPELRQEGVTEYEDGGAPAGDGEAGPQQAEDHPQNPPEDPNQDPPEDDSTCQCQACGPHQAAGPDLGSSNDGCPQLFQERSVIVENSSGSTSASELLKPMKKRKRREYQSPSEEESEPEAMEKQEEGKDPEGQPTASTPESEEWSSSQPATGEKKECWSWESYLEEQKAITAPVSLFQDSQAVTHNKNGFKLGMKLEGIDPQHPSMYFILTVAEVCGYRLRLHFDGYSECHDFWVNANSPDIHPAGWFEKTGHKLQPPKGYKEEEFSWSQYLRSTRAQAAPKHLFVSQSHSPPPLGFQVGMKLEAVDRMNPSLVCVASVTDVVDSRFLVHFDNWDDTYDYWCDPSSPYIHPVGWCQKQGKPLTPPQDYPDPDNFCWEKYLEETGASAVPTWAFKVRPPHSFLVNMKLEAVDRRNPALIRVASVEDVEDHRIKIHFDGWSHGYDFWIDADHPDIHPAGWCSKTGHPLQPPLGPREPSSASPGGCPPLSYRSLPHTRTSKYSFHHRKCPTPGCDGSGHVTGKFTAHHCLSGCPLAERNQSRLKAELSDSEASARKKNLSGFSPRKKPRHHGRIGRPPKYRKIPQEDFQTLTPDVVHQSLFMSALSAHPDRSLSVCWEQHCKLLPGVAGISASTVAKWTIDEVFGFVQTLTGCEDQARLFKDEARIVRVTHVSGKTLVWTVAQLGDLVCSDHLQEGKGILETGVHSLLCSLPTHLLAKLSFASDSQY
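First, the protein-peptide complex forms for 30 min at room temperature (L3MBTL1 50 nM, biotinylated H3K9me1 peptide 75 nM). Next, compounds are pin-transferred and incubated 30 min. Finally, AlphaScreen beads are added and read after 30 min.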
* marks the source's active call; other numbers are inactive results; [ ] = remark or other dose. On the % scale 0 is the no-effect control and ±100 the full control effect; potency means the concentration at half of the fitted maximal effect. Some of the compounds tested; the hit share may differ from the screen's.

Structure	L3MBTL1 inh
O=C(C[C@@H]1C/C=C\C[C@H](Cc2ccc(F)cc2)C(=O)OC[C@@H](Cc2c[nH]c3ccccc23)NC1=O)NCCO	-6.8%
COC(=O)c1c(C)[nH]c(C(=O)COC(=O)Cn2cc(C(F)(F)F)ccc2=O)c1C	6.1%
COc1ccc(C(=O)NNC(=O)CSc2nnc3ccccn23)cc1OC	3.2%
CCCCn1c(N)c(N(CC(C)C)C(=O)Cc2ccc3c(c2)OCCO3)c(=O)[nH]c1=O	-7.7%
S=C(NCc1ccccc1)N/N=C/c1cccs1	-10.9%
Cc1cc(C)nc(NC(=O)c2cccc(Br)c2)n1	-4.0%
CCCCn1c(N)c(N(CCC(C)C)C(=O)c2ccc(-c3ccc([N+](=O)[O-])cc3)o2)c(=O)[nH]c1=O	-5.2%
CC12CCC(=O)N1C(C(=O)Nc1nc3ccc(Cl)cc3s1)CS2 (stereo not drawn)	5.7%
CSCCC(NC(=O)c1ccccc1)C(=O)NNC(=O)c1ccccc1 (stereo not drawn)	-2.9%
CCC(C)N(C(=O)CN1C(=O)NC2(CCc3ccccc32)C1=O)C1CCS(=O)(=O)C1 (stereo not drawn)	3.3%
N#CC(NC(=O)OCc1ccccc1)c1ccccc1 (stereo not drawn)	12.6%
O=C(O)C1CCC(c2ccc(-c3ccccc3)cc2)CC1 (stereo not drawn)	-1.6%
CN(C(=O)CCOc1ccccc1)c1c(N)n(Cc2ccccc2)c(=O)[nH]c1=O	8.9%
O=C(Cc1ccc(S(=O)(=O)N2CCCCC2)cc1)NCc1ccc(Cl)cc1	-1.8%
CCCCS(=O)(=O)N1CCCC(C(=O)Nc2ccc(Cl)cn2)C1 (stereo not drawn)	1.1%
COc1cccc(C(=O)OCC(=O)c2ccc(Br)s2)c1OC	14.7%
Cc1ccc(C2=NCCn3nc4cc([N+](=O)[O-])ccc4c32)cc1	-11.8%
CC(C)CN1CCN(Cc2cc3ccccc3[nH]2)CC1CCO (stereo not drawn)	-2.5%
O=C(NCc1ccccc1Cl)c1cccc(NC2=NC3CS(=O)(=O)CC3S2)c1 (stereo not drawn)	-5.5%
O=C(CSc1ccc([N+](=O)[O-])cc1)OCC(=O)N1CCCC1=O	-2.8%
O=C(COC(=O)c1ccc2ncsc2c1)NCc1ccc(Cl)cc1	3.3%
C[C@H](NS(=O)(=O)OCC(Cl)(Cl)Cl)C1CC1c1ccccc1 (stereo partly drawn)	-3.6%
C=CCn1c(SC(C)C(=O)NCC2CCCO2)nnc1-c1ccc(OC)cc1 (stereo not drawn)	3.5%
COc1ccc2oc(C(=O)Nc3ccc(C)cn3)c(C)c2c1	0.9%
O=C(CSC1=NS(=O)(=O)c2cc(Cl)ccc2N1)NCCc1ccccc1	6.7%

Some of these compounds in order of their number in L3MBTL1 inh, ascending.
Compound,L3MBTL1 inh
S=C(NCc1ccccc1)N/N=C/c1cccs1,-10.9%
CC(C)CN1CCN(Cc2cc3ccccc3[nH]2)CC1CCO (stereo not drawn),-2.5%
CC12CCC(=O)N1C(C(=O)Nc1nc3ccc(Cl)cc3s1)CS2 (stereo not drawn),5.7%

Compounds above that have a nitro group on carbon, in the order listed:
Structure	L3MBTL1 inh
CCCCn1c(N)c(N(CCC(C)C)C(=O)c2ccc(-c3ccc([N+](=O)[O-])cc3)o2)c(=O)[nH]c1=O	-5.2%
Cc1ccc(C2=NCCn3nc4cc([N+](=O)[O-])ccc4c32)cc1	-11.8%
O=C(CSc1ccc([N+](=O)[O-])cc1)OCC(=O)N1CCCC1=O	-2.8%

(list continues)
Structure	L3MBTL1 inh
CC(C)[C@H](NC(=O)c1ccccc1F)C(=O)OCC(=O)NC1CC1	1.8%
Cc1ccc(NC(=O)CN(C)C(=O)COc2ccccc2-c2ccccc2)cc1	-0.3%
COc1ccc(-c2oc(=O)c3cc(OC)c(OC)cc3c2/C=C/c2ccc(F)cc2)cc1	4.6%
Cc1c(C(=O)NC(=S)N(Cc2ccccc2)c2ccccn2)cccc1[N+](=O)[O-]	8.9%
C#CCOCCOCCOCCNc1nc(N2CCN(C(=O)[C@H](CCCN=C(N)N)n3cc(C(N)[C@@H](C)CC)nn3)CC2)nc(N2CCN(C(=O)[C@H](CC(N)=O)n3cc([C@@H](N)C(C)C)nn3)CC2)n1 (stereo partly drawn)	-1.8%
Cc1cc(C(=O)OCC(=O)N2CC(C)OC(C)C2)c(C)n1-c1ccccc1 (stereo not drawn)	-3.3%
Cc1ccc(CN2CCN(C(=O)c3cccc4ccccc34)CC2)cc1	-7.2%
COc1ccc(NS(=O)(=O)c2cccc(C(=O)NNC(=O)CNC(=O)c3ccc(C)cc3)c2)cc1	5.7%
CC(=O)c1c(C)[nH]c(C(=O)C(C)Sc2nnc(NC3CC3)s2)c1C (stereo not drawn)	-4.7%
C/C(CC(=O)Nc1ccc([N+](=O)[O-])cc1)=N\NC(=O)c1ccccc1O	4.5%[2.29 µM]
CCC(C)Sc1cccc(-c2nc3ccc(Cl)cn3c2NCc2ccccc2)c1 (stereo not drawn)	23.3%
CCN1CCN(S(=O)(=O)c2ccc(Cl)c(C(=O)NCc3ccco3)c2)CC1	-5.5%
Cc1ccc(CNC(=O)COC(=O)CN2C(=O)C3CC=CCC3C2=O)cc1 (stereo not drawn)	38.2%[activator]
Cc1nc(C)c(-c2csc(Nc3ccccn3)n2)s1	-4.5%
CC(C)n1nnc(-c2ccc(OCc3ccccc3F)cc2)n1	-1.8%[2.29 µM]
O=C(NCCC1CCCCN1S(=O)(=O)c1ccccc1)C(=O)Nc1ccc(F)cc1 (stereo not drawn)	3.4%
CCC(C(=O)OC)n1cnc2scc(-c3ccc(C)c(C)c3)c2c1=O (stereo not drawn)	-5.8%
COc1ccccc1NS(=O)(=O)c1cc(NC(=O)Cc2n[nH]c(=O)c3ccccc23)ccc1Cl	0.7%
COc1ccc(C(=O)O)cc1S(=O)(=O)NCc1ccncc1	8.0%
Cc1ccc(N2C(=O)C3C4CCC(O4)C3C2=O)c(OC(F)F)c1 (stereo not drawn)	1.4%
CC(C)C(NC(=O)c1ccc(Cl)c([N+](=O)[O-])c1)C(=O)NCc1ccccn1 (stereo not drawn)	3.4%
CCCCc1ccc(NS(=O)(=O)c2c(C)n(C)c(=O)n(C)c2=O)cc1	-0.5%
O=C(Nc1nc2ccccc2s1)c1c(F)cccc1Cl	-3.0%
C=CCN1C(=O)C2(OCCCO2)c2cc(C)ccc21	10.3%
Cc1ccc(CNC(=O)Cn2ncn3cccc3c2=O)cc1	3.8%
C=C(c1ccccc1C)[n+]1ccccc1	-2.5%[2.29 µM]
CS(=O)(=O)c1cccc(C(=O)Nc2cccc(S(=O)(=O)N3CCCC3)c2)c1	-1.7%
COc1ccc(CNC(=O)COC(=O)CO/N=C(\C)c2ccc3c(c2)OCO3)cc1	2.7%
O=C1c2ccccc2C(=O)N1c1cccc2ccccc12	3.6%
C=CCC[C@@H](Cc1ccc(F)cc1)C(=O)OC[C@@H]1CCCN1C(=O)[C@@H](CC=C)CC(=O)N(CCO)Cc1ccccc1	-5.0%
COc1ccc2c(c1)OC[C@H]1[C@H]2N2C(=O)CN(CC3CCCO3)C(=O)[C@@]2(C)[C@H]1c1ccccc1 (stereo partly drawn)	2.4%
COc1ccc(CCCCCCOCc2ccccc2)cc1	77.3%[activator]
CC1CC(C)CN(C(=O)COC(=O)c2ccc([N+](=O)[O-])o2)C1 (stereo not drawn)	-10.5%
O=C(Nc1ccccc1)c1ccccc1CSc1ccccc1	1.8%
COc1ccc(S(=O)(=O)N2CCCC2CNC(=O)C(=O)Nc2ccc(C)cc2)cc1 (stereo not drawn)	9.4%
COc1ccc(CNCc2ccc([N+](=O)[O-])cc2)cc1OC	-7.3%
CCn1cnc2c(Nc3cc(F)cc(F)c3)nc(C#N)nc21	2.0%
Cc1cc(C(=O)NN=Cc2ccc(-c3ccc(F)cc3)o2)c(C)o1	-8.8%
O=C(Nc1ccccc1N1CCCCC1)C1CCN(C(=O)c2ccc(Cl)cc2)CC1	-7.2%
Cc1ccc(CNCc2ccco2)cc1	-0.2%
CCOC(=O)C1=C(COC(=O)/C=C/c2cccc(Cl)c2)NC(=O)NC1C (stereo not drawn)	27.8%
CCOC(=O)C1CCN(C(=O)c2ccc(N3CCCC3=O)cc2)CC1	0.9%
Cc1cccc(NC(=O)c2ccc(S(=O)(=O)N(C)c3ccccc3)cc2)n1	-7.9%
CN(C)CCCn1c2c(c(SCC(=O)Nc3nccs3)nc1=O)CCC2	-7.0%
O=C(CN1C(=O)NC2(CCCC2)C1=O)NCCc1ccc(F)cc1	6.8%
Cn1c(N)c(C(=O)CSc2nnc(C3CC3)n2N)c(=O)n(C)c1=O	8.5%
C=CCc1cccc(CNc2nc3ccccc3n2C)c1O	1.9%
Cc1ccc(NC(=O)COC(=O)CCn2c(C)csc2=O)c([N+](=O)[O-])c1	1.6%
N#Cc1c(-c2ccccc2)cc(-c2ccc(O)cc2)nc1N	31.0%[activator]
COc1cccc2sc3ccc(C#CC4(N)CCCCC4)cc3c(=O)c12	-2.6%

New compounds follow:
Structure	L3MBTL1 inh
COc1cccc(C(=O)N(Cc2ccco2)c2c(N)n(Cc3ccccc3)c(=O)[nH]c2=O)c1	-2.1%
Cc1cccc(C)c1N1CCN(CCn2c(=S)[nH]c3ccccc3c2=O)CC1	1.0%
COc1ccc(-c2sc3cc4c(cc3c2C#CCO)OCO4)cc1	-1.9%
CC(C)C(NS(=O)(=O)c1ccc2c(c1)C(C)(C)C(=O)N2C)C(=O)NCc1ccccc1Cl (stereo not drawn)	2.3%
Cc1ccccc1CN(C)C(=O)[C@H](Cc1ccccc1)NC(=O)c1ccco1	-3.6%
Clc1cccc(-c2ccc(CNCc3ccccn3)o2)c1	22.4µM*
CCN(CC(=O)NCc1ccc(Cl)cc1)C(=O)CCC(=O)c1ccc(F)cc1	8.1%
C[C@@H](C(=O)Nc1nccs1)N1C(=O)C2CC=CCC2C1=O (stereo partly drawn)	5.6%
Cc1ccc(N(C)S(=O)(=O)c2cccc(C(=O)N3CCN(Cc4ccccc4)CC3)c2)cc1	-10.5%
COc1ccc([C@H]2CC(=O)C=C(c3ccc(OC)nc3)C2)cc1	5.7%
CC(=O)c1ccc(S(=O)(=O)N2CCN(c3nn(C)c(=O)n(C)c3=O)CC2)cc1	-6.3%
O=C(c1ccc(S(=O)(=O)NCc2ccco2)cc1)N1CCCC(C(F)(F)F)C1 (stereo not drawn)	-2.9%
O=C(CN(Cc1ccccc1)C(=O)CCl)c1cccc(Br)c1	4.5%
O=C(c1ncn(Cc2ccccc2)c1C(=O)N1CCN(c2ccccc2)CC1)N1CCN(c2ccccc2)CC1	-5.6%
COC(=O)Nc1ccc(S(=O)(=O)N2CCCC(C(=O)NCC3CCCO3)C2)cc1 (stereo not drawn)	1.2%
CC(C)n1nc(C(=O)Nc2ccc(-n3cnnn3)cc2)c2ccccc2c1=O	3.5%
COc1ccccc1CC(=O)NC12CC3CC(CC(C3)C1)C2	4.1%
COc1ccc(S(=O)(=O)NCCN2CCOCC2)c(C)c1C	3.5%
COc1cc(C(=O)OCC(=O)Nc2ccccc2C(=O)NC2CC2)c([N+](=O)[O-])cc1OC	0.1%
COc1ccccc1-c1noc2ncnc(Nc3cccc(C)c3)c12	-3.3%
N#C/C(=C\c1cccc(O)c1)C(=O)N1CCCCC1	0.1%
CC1CCCC(C)N1C(=O)COC(=O)c1ccc(S(=O)(=O)N(C)c2ccccc2)cc1 (stereo not drawn)	-4.7%
O=C(CCNC(=O)c1ccc(Br)cc1)OCc1ccccc1Cl	11.4%
Cc1cc(NC(=O)Cn2c(=O)oc3ccccc32)no1	6.0%
Fc1ccc(-n2nnc(-c3ccccc3Cl)n2)cc1	2.6%
O=C(NCCN1CCCCC1)c1ccc(/C=N/O)nc1	-3.2%[2.29 µM]
O=C(Nc1cc2c3c(c1)CC(=O)N3CCC2)c1ccc(F)cc1	-2.8%
Cn1c(CNC(=O)c2ccco2)nnc1SCC(=O)Nc1ccc(Cl)cc1	-14.5%
Cc1c(C)c2c(OCC(=O)Nc3cccnc3)cc3c(c2oc1=O)CCC(C)(C)O3	-5.2%
Cc1nc2ccc(OC(=O)c3ccccc3)cc2s1	7.3%
CN1CCN(c2nc3c(c(=O)[nH]c(=O)n3C)n2Cc2ccc([N+](=O)[O-])cc2)CC1	2.8%
Cn1c(SCC(=O)c2ccccc2)ncc(C(=O)Nc2ccccc2)c1=O	-2.7%
CCC(CC)NC(=O)CN1CCN(S(=O)(=O)c2cccs2)CC1	8.7%
CC(C)CN(C1CCS(=O)(=O)C1)S(=O)(=O)c1ccc2ccccc2c1 (stereo not drawn)	2.8%
CCCCN1C[C@H](Cc2ccccc2)[C@@H](CC(=O)NCc2ccc(OC)cc2)C1=O	3.0%
Cc1ccc(C)c(NC(=O)CSc2ccc(S(=O)(=O)N3CCCC3)cn2)c1	0.1%
COc1ccc(C2=NS(=O)(=O)N(C)C(C(=O)NCc3ccc4c(c3)OCO4)=C2)cc1	-2.0%

Individual results from the entries so far:
Cc1nc2ccc(OC(=O)c3ccccc3)cc2s1 | L3MBTL1 inh: 7.3%
Cc1ccc(C)c(NC(=O)CSc2ccc(S(=O)(=O)N3CCCC3)cn2)c1 | L3MBTL1 inh: 0.1%
CCC(CC)NC(=O)CN1CCN(S(=O)(=O)c2cccs2)CC1 | L3MBTL1 inh: 8.7%
O=C(Nc1cc2c3c(c1)CC(=O)N3CCC2)c1ccc(F)cc1 | L3MBTL1 inh: -2.8%
COc1ccc(C2=NS(=O)(=O)N(C)C(C(=O)NCc3ccc4c(c3)OCO4)=C2)cc1 | L3MBTL1 inh: -2.0%

Assay outcomes (PubChem BioAssay)
